core dimer inh: blocks dimerization of HCV core protein. 0.33% of 300,000 active. TR-FRET GST/Flag-core106 dimerization, 1536-well. AID 1899. inhibition, % at 5 µM;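 active = inhibition above the mean of all tested compounds plus 3 SD, set per screening campaign, cut at about 45% in these data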
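Test system: GST/Flag-tagged HCV core106 proteins; Medium: KF-containing HEPES buffer, pH 7.45, DTT, CHAPS, BSA; Times: compound-protein-antibody incubation 4 h at 22.5 °C; Detection: TR-FRET 671 and 617 nm emission; Benchmarks: wells lacking GST-core106 and wells with excess unlabelled core106.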
Yeast superoxide: lowers age-related superoxide in aged yeast cells. S. cerevisiae aged cells, superoxide DHE fluorescence; stronger effect = lower value. superoxide response (% of plate mean), % at 10 µM. 0.18% of 330,000 active. AID 2690;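 active = superoxide response under a set limit, about three screen SD below normal, cut at about 65% in these data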;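 note: yeast aged for seven days with compound at 30 °C before DHE staining; 100% = average MFI of all compound-treated wells on the plate with controls excluded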
CTSL1 counter: cathepsin L1 inhibition, PFM18AAP counter-screen; AID 1906; recombinant F. hepatica cathepsin L1, Z-Leu-Arg-MCA fluorescence; inhibition, % at 5.96 µM; 0.49% of 300,000 active;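 active = inhibition above the mean of all tested compounds plus 3 SD, set per screening campaign, cut at about 17% in these data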;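 note: 0% = plate median of test compound wells and 100% = 1 µM Z-Phe-Ala-diazomethylketone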
TPT1 inh: blocks Candida albicans tRNA 2'-phosphotransferase | AID 1962 | inhibition, % at 5 µM | recombinant caTPT1, FP RNA substrate dephosphorylation | 0.81% of 300,000 active;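 active = inhibition above the mean of all tested compounds plus 3 SD, set per screening campaign, cut at about 24% in these data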;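 note: plate controls were DMSO alone for no effect and ferristatin control at 100 nM for full effect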
PP5 primary: blocks human protein phosphatase 5 activity; 0.18% of 320,000 active; P53041; purified PP5c, OMFP substrate fluorescence; inhibition, % at 6.7 µM;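 active = inhibition above the campaign's mean inhibition across all tested compounds plus 3 SD, cut at about 9.5% in these data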;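 note: 0% = DMSO only and 100% = 100 µM cantharidin control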
Target sequence (P53041 whole entry, looked up): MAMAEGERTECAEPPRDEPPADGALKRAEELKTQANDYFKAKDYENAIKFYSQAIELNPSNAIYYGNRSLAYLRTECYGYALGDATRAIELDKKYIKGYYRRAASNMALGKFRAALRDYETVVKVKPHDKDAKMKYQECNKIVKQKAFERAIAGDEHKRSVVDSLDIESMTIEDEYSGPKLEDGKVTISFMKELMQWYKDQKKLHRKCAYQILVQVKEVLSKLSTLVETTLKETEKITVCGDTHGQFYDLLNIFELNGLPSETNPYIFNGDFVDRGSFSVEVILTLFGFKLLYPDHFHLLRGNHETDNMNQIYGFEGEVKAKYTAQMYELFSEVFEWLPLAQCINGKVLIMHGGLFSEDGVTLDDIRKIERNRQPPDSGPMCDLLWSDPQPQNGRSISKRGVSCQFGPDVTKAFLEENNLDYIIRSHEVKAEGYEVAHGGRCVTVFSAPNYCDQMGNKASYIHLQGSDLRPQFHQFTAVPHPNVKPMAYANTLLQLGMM
JMJD2C inh: inhibitors of human GASC-1 (JMJD2C) demethylase. Q9H3R0. inhibition, % at 2.35 µM. 0.069% of 330,000 active. GST-JMJD2C(1-420) H3K9me3 demethylation, DELFIA europium;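 active = more than half of a compound's replicate wells show inhibition beyond 50%, single wells judged on their own value; inconclusive = some, but no more than half, of replicates pass 50% inhibition; inactive = no replicate passes 50% inhibition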;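 note: signal counts dimethyl H3K9 product captured on neutravidin plate; 0% = median of DMSO wells and 100% = 0.3 times that DMSO median; strong numbers were not always called active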
EBNA-1 inhibitor: blocks EBNA-1 binding to DNA | EBNA-1 DNA binding, fluorescence polarization | inhibition, % at 14.8 µM | 0.34% of 300,000 active | AID 1950; in the data active = inhibition above about 28%
ZTA DNA inh: blocks Epstein-Barr virus ZTA, an EBNA-1 counter-screen. ZTA-DNA binding, fluorescence polarization. P03206. inhibition, % at 11 µM. AID 2234. 0.15% of 320,000 active; in the data active = inhibition above about 33%
PP1 inh: counter-screen for PP5 inhibitors: inhibitors of human PP1-alpha | AID 2235 | 0.9% of 320,000 active | purified PP1alpha, OMFP fluorescence | inhibition, % at 6.7 µM | P62136;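 active = inhibition above the mean inhibition of all tested compounds plus 3 SD, computed separately for each screening campaign, cut at about 15% in these data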
Target sequence (P62136 whole entry, looked up): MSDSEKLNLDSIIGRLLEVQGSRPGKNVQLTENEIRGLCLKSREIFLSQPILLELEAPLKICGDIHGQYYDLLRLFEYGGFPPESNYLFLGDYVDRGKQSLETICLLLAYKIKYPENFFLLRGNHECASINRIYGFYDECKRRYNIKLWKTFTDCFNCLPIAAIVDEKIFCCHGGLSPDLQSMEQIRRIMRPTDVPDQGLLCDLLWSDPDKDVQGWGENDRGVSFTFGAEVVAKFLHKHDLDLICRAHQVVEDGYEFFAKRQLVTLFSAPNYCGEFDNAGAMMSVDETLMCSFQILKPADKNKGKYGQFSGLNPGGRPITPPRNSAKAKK
Starred values were filed as active, the others as inactive; i = inactive; ? = inconclusive; . = no result given.

SMILES	core dimer inh	Yeast superoxide	CTSL1 counter	TPT1 inh	PP5 primary	JMJD2C inh	EBNA-1 inhibitor	ZTA DNA inh	PP1 inh
O=C(c1cc(=O)[nH]c2ccccc12)N1CCN(S(=O)(=O)c2ccc(Cl)cc2)CC1	.	89	.	.	-2.1	.	.	6	-1
CC(=O)c1cccc(Nc2nc(-c3ccccc3)cs2)c1	3	95	1	3	2.7	17	2	4	-7
CCC(=O)NCCc1cc2ccc(C)c(C)c2[nH]c1=O	-3	95	0	-5	-2.2	21	2	3	-4
N#Cc1cn(-c2ccccc2)nc1-c1ccco1	5	95	2	-2	-2.2	7	14	12	4
COc1ccc2c(c1OC)C(=O)N1N=C(c3ccccc3)CC21 (configuration not stated)	0	102	5	-3	0.2	5	-2	0	-3
Cc1ccc(C(=O)OCC(=O)NC(=O)c2cccn2C)cc1[N+](=O)[O-]	6	96	-2	2	0.8	-1	0	7	1
CCc1cc(=O)oc2c(C)c(OC(C)C(=O)N3CCC[C@@H]3C(=O)O)ccc12 (some centres not stated)	4	85	5	1	1.5	-29	-3	-11	-5
Cc1ccc(S(=O)(=O)N2CCN(C(=O)CN3CCCC3)C2)cc1	-1	88	1	2	-1.1	2	-3	11	-3
NS(=O)(=O)c1ccc(CCNC(=O)c2ccc(OCC3CCCO3)cc2)cc1 (configuration not stated)	-4	100	0	0	3.9	-2	-20	-8	-1
CC(=O)c1ccc(OCCCC(=O)NC2CCC(C)CC2)cc1 (configuration not stated)	-3	104	0	-4	-1.6	-7	3	6	1
CN(C)CCCNC(=O)N1c2ccccc2Sc2ccccc21	1	102	-2	3	0.5	3	2	10	-3
CCS(=O)(=O)N1N=C(c2cccc(NS(C)(=O)=O)c2)CC1c1ccc(C)cc1 (configuration not stated)	5	107	0	13	1.3	0	-1	-8	2
Cc1cccc(C(=O)Nc2ccc(NC(=O)Cc3ccc(Cl)cc3)cc2)c1	8	109	-3	0	1.9	0	-9	-17	-1
CCCSc1nc(=O)n2cc(C)ccc2n1	-1	118	0	-1	0.8	-9	-1	4	-3
Cc1cc(C)cc(N(C(=O)c2cccs2)C2C=CS(=O)(=O)C2)c1 (configuration not stated)	8	103	-1	-2	0.0	0	2	11	-3
CN(C)P(=O)(Nc1cccc2ccccc12)Nc1cccc2ccccc12	.	89	.	.	0.0	6	.	13	1
COc1ccc(C(=O)C2CCCN(C(=O)Cn3cncn3)C2)cc1OC (configuration not stated)	-17	102	2	-6	4.0	10	-1	-9	1
COc1ccc(C2CC(c3cccs3)=NN2C(=O)CSc2nc(=O)n3ccccc3n2)cc1 (configuration not stated)	19	101	7	-2	0.2	-5	-5	-9	10
Cc1csc(SC(C)C(=O)NCC2CCCO2)n1 (configuration not stated)	-2	101	-3	-2	-1.2	2	5	-4	-5
CCCCn1c(SCC(=O)N2CCC(C)CC2)nc2ccsc2c1=O	0	89	0	-5	-2.2	23	-5	-7	3
COC(C(=O)Nc1cccc([N+](=O)[O-])c1)c1ccccc1 (configuration not stated)	-4	94	-1	-1	0.5	7	-11	-15	0
Nc1c(C(=O)Nc2ccccc2)sc2nc(-c3ccco3)ccc12	8	109	3	18	2.4	16	54*	19	0
Cc1ccc(C(=O)OC(C)CN2C(C)CCCC2C)cc1 (configuration not stated)	-11	108	1	-1	3.6	-3	-3	-17	1
COc1ccc(C(=O)NCCc2nnc3ccc(SCC(=O)N4CCOCC4)nn23)cc1	-17	106	-7	0	3.6	8	-6	-8	-7
CC(=O)NNc1ncnc2c1cnn2-c1ccccc1	-1	95	1	1	3.1	-1	7	-14	3
O=C(NC(=S)Nc1ccc2oc(=O)ccc2c1)c1ccccc1F	-7	83	2	-5	2.4	-38	-3	2	-3
O=C(c1cnn2c(C(F)(F)F)cc(-c3cccs3)nc12)N1CCN(Cc2ccccc2)CC1	8	92	2	0	-0.1	8	-5	-5	1
O=C(NC1CCCC1)C(c1ccccc1)N(C(=O)c1ccco1)C1CCCC1 (configuration not stated)	-5	104	0	-4	3.6	5	-12	-22	2
Cc1ccc2cc(CN(Cc3ccco3)C(=S)NCC3CCCO3)c(=O)[nH]c2c1C (configuration not stated)	-3	94	1	1	-1.1	-1	3	-12	1
O=C(CCn1nc(-c2ccccc2)c2ccccc2c1=O)NN1CCOCC1	0	90	1	-1	2.2	-9	-4	7	-1

Next section; the last 2 above are carried over.
SMILES	core dimer inh	Yeast superoxide	CTSL1 counter	TPT1 inh	PP5 primary	JMJD2C inh	EBNA-1 inhibitor	ZTA DNA inh	PP1 inh
Cc1ccc2cc(CN(Cc3ccco3)C(=S)NCC3CCCO3)c(=O)[nH]c2c1C (configuration not stated)	-3	94	1	1	-1.1	-1	3	-12	1
O=C(CCn1nc(-c2ccccc2)c2ccccc2c1=O)NN1CCOCC1	0	90	1	-1	2.2	-9	-4	7	-1
COc1cc(/C=C2/NC(=O)NC2=O)cc(Br)c1OCc1ccc(C(=O)O)cc1	-5	92	3	-1	1.2	2	3	1	-1
Cc1ccc(CSc2nnc(-c3cccnc3)o2)cc1	2	108	-3	-2	3.5	i	-16	12	-3
COC(=O)c1cc2ccsc2n1CC(=O)Nc1cc(Cl)ccc1OC	9	104	3	1	2.7	6	8	3	0
CCC1CCCCN1C(=O)c1ccccc1OC1CCN(S(C)(=O)=O)CC1 (configuration not stated)	1	106	-1	1	0.9	0	-4	8	-4
CCc1cc(=O)oc2c(CNCc3ccc(OC)cc3OC)c(O)c(Cl)cc12	-5	104	4	0	-2.8	5	8	1	2
Cc1cc(C)n(S(=O)(=O)Cc2ccccc2)n1	1	98	-3	-1	-0.4	?	-3	-4	0
CCC1(C)Cc2c(sc3nc(SCC(=O)c4ccccc4)[nH]c(=O)c23)CO1 (configuration not stated)	4	100	-1	1	0.3	-1	-7	-6	1
Cc1ccc(NC(=S)Nc2ccc(S(=O)(=O)Nc3ncccn3)cc2)cc1Cl	0	76	-1	-1	0.1	-3	-4	0	0
O=C1S/C(=C\c2ccc(O)c([N+](=O)[O-])c2)C(=O)N1c1ccccc1Cl	5	106	5	7	1.3	5	-12	-3	2
Cc1ccc2nc(CCl)[n+]([O-])c(-c3ccccc3)c2c1	5	104	2	-1	9.4	5	-7	-9	-1
CCCCCNc1c(C(=O)OCC)c(=O)[nH]c2ccccc12	2	103	-1	-3	-0.2	-1	-11	-3	-1
O=C(N/C(=C/c1cccnc1)C(=O)N1CCOCC1)c1ccccc1Cl	2	123	0	-1	-2.1	-3	-2	5	-6
CCCNS(=O)(=O)c1ccc2c(c1)n(C)c(=O)n2C	2	101	-4	-3	2.5	-2	-7	-1	-2
CCOC(=O)c1c(NC(C)=O)sc(/C(C)=N/Nc2ccc(C(=O)O)cc2)c1C	-10	120	1	-1	2.2	-12	14	5	-1
CCOCC(=O)Nc1nc2ccc(OCC)cc2s1	-1	92	14	-1	1.4	-16	4	10	3
CCn1c(SCC(=O)N2CCOCC2)nc2c([nH]c3ccccc32)c1=O	8	111	0	4	-0.5	-4	0	-1	-2
CC(=O)Nc1nc(-c2cc([N+](=O)[O-])cs2)cs1	0	79	2	4	-3.9	-4	-13	4	1
O=C(Nc1ccccc1)N1CCn2c(nc3ccccc32)C1	1	101	-2	-1	3.6	-22	-6	4	1
COc1ccc(CC(=O)Nc2ccc(N(C)C)c3ccccc23)cc1	6	103	3	-1	2.3	13	-1	-9	2
O=C(C1CC(=O)N(c2ccc(Cl)cc2)C1)N1CCC(c2nc3ccccc3[nH]2)CC1 (configuration not stated)	-4	99	7	1	-1.9	13	0	1	-3
COc1ccc(C(=O)Nc2sc3c(c2C(=O)NCc2ccco2)CCCC3)cc1OC	3	93	-1	-6	2.2	-5	5	-1	-2
CCC(C)NC(=O)Nc1ccc(C)cc1C (configuration not stated)	-1	88	-8	-2	0.5	12	2	-11	-2
CCC(CC)COC(=O)C(C#N)c1nc2ccccc2nc1N1CCN(CC)CC1 (configuration not stated)	1	92	0	7	1.9	-2	-11	4	6
CNC(=O)c1cc(C(=O)c2c(Cl)cccc2Cl)c[nH]1	2	87	-4	-4	4.4	-23	9	-4	-1
COc1cc(OC)cc(C(=O)Nc2nnc(Cc3ccc(OC)c(OC)c3)s2)c1	5	98	-2	-2	2.1	11	10	14	0
Cc1[nH]c(=O)[nH]c(=O)c1S(=O)(=O)N1CCN(c2ccccc2F)CC1	0	91	-1	-2	-1.7	-2	14	3	-5
Cc1onc(-c2ccccc2)c1C(=O)N(Cc1ccccc1)C(C)C	8	102	-1	-1	0.5	-9	-8	2	2

Gathered by group, the compounds so far containing an aryl methoxy group (ten)
SMILES	core dimer inh	Yeast superoxide	CTSL1 counter	TPT1 inh	PP5 primary	JMJD2C inh	EBNA-1 inhibitor	ZTA DNA inh	PP1 inh
COc1ccc2c(c1OC)C(=O)N1N=C(c3ccccc3)CC21 (configuration not stated)	0	102	5	-3	0.2	5	-2	0	-3
COc1ccc(C(=O)C2CCCN(C(=O)Cn3cncn3)C2)cc1OC (configuration not stated)	-17	102	2	-6	4.0	10	-1	-9	1
COc1ccc(C2CC(c3cccs3)=NN2C(=O)CSc2nc(=O)n3ccccc3n2)cc1 (configuration not stated)	19	101	7	-2	0.2	-5	-5	-9	10
COc1ccc(C(=O)NCCc2nnc3ccc(SCC(=O)N4CCOCC4)nn23)cc1	-17	106	-7	0	3.6	8	-6	-8	-7
COc1cc(/C=C2/NC(=O)NC2=O)cc(Br)c1OCc1ccc(C(=O)O)cc1	-5	92	3	-1	1.2	2	3	1	-1
COC(=O)c1cc2ccsc2n1CC(=O)Nc1cc(Cl)ccc1OC	9	104	3	1	2.7	6	8	3	0
CCc1cc(=O)oc2c(CNCc3ccc(OC)cc3OC)c(O)c(Cl)cc12	-5	104	4	0	-2.8	5	8	1	2
COc1ccc(CC(=O)Nc2ccc(N(C)C)c3ccccc23)cc1	6	103	3	-1	2.3	13	-1	-9	2
COc1ccc(C(=O)Nc2sc3c(c2C(=O)NCc2ccco2)CCCC3)cc1OC	3	93	-1	-6	2.2	-5	5	-1	-2
COc1cc(OC)cc(C(=O)Nc2nnc(Cc3ccc(OC)c(OC)c3)s2)c1	5	98	-2	-2	2.1	11	10	14	0

Screens deposited in PubChem by several laboratories.
